# CHOP inh – inhibitors of CHOP promoter induction, primary screen, cell-based, unfolded protein response, luciferase reporter | AID 2732, 2010 | inhibition, % at 10 µM | CHO-K1 CHOP-promoter luciferase, tunicamycin-induced, 15-18 h | 3.8% of 220,000 active;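 active means compounds that reduced the stress-induced luciferase reporter signal by more than about 70% of percent inhibition, limit read from the data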;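 further: 0% = tunicamycin plus vehicle and 100% = wells without tunicamycin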
# NPY1 pot ag – NPY-Y1 receptor potentiators or agonists, primary screen, cell-based; NPY-Y1 expressing cells, potentiator/agonist activation; 0.37% of 220,000 active; Neuropeptide Y receptor type 1 (Homo sapiens), P25929; activation, % at 3.6 µM; in the data active means activation above about 33%, passing the limit was not always enough;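 further: cells stimulated with NPY at EC10 then isoproterenol at EC100; 0% = low agonist plus stimulus and 100% = saturating agonist plus stimulus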
# Target sequence (P25929 whole entry, looked up): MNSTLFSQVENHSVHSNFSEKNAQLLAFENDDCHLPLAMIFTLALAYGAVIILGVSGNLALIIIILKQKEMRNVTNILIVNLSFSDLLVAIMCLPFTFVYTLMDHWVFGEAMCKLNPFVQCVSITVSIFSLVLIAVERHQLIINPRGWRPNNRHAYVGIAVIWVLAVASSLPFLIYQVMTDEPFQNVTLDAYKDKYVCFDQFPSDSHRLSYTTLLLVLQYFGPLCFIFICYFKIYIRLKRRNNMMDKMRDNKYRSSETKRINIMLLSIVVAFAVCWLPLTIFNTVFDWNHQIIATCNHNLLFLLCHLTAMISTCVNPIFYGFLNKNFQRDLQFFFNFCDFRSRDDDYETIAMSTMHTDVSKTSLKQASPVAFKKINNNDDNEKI
# EP2 antag – human EP2 receptor antagonists, primary screen, TR-FRET cAMP, C6 glioma cells | C6 glioma cells expressing human EP2; cells stimulated with saturating PGE2 | 0.52% of 260,000 active | inhibition, % at 25 µM | Prostaglandin E2 receptor EP2 subtype (Homo sapiens), P43116 | AID 1422, 2008;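 active means percent inhibition above 40 after rounding to a whole number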;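 further: rat C6 glioma host cells with rolipram phosphodiesterase inhibitor present; the protocol text gives 20 µM as final concentration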
# Target sequence (P43116 whole entry, looked up): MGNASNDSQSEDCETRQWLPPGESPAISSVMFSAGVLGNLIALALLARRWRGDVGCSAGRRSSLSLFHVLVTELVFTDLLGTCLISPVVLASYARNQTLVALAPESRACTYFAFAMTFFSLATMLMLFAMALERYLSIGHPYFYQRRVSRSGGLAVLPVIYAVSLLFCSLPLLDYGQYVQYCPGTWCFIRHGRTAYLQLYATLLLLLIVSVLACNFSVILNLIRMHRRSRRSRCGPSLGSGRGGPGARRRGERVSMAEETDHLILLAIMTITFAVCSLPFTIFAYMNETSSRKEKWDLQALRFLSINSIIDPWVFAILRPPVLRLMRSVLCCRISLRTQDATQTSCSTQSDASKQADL
# TRPML3 ag – human TRPML3 channel agonists, primary screen, cell-based, HEK293 TRPML3-YFP, Fluo-8 calcium fluorescence, 3 µM | Mucolipin-3 (Homo sapiens), Q8TDD5 | 100% = the carbachol control signal | activation, % at 3 µM | 0.29% of 220,000 active | AID 1448, 2008;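 active means activation above its plate's cutoff, the mean activation of the plate's test wells plus 3 SD, cut at about 12% in these data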;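 further: 0% = DMSO only wells and 100% = carbachol wells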
#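 Material: HEK293 cells stably carrying human TRPML3-YFP; compound dosing: single dose, 3 µM final nominal compound, 0.3% DMSO final; incubation: 1-h 37 °C dye load, 5-s basal, 120-s post-compound reads; technique: Fluo-8 intracellular calcium fluorescence, excitation 470-495 nm, emission 515-575 nm; read-out basis: percent activation from peak-to-basal fluorescence ratio, scaled between DMSO and carbachol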
# zfTRPN1 agonist – zebrafish TRPN1 channel agonists, primary screen, cell-based, HEK293, calcium fluorescence. AID 1424, 2008. HEK293 zebrafish TRPN1-YFP, Fluo-8 calcium fluorescence; 100% = response to 87 µM carbachol. activation, % at 3 µM. 0.18% of 220,000 active. transient receptor potential cation channel N1 (TRPN1/NompC), Danio rerio;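 active means activation above its plate's cutoff, the mean activation of test wells on that plate plus 3 SD, cut at about 19% in these data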;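 further: 0% = DMSO alone and 100% = 87 µM carbachol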
#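 System: zebrafish TRPN1-YFP in HEK293 cells / Dosing: 3 µM single point / Timing: dye loading 1 h at 37 °C, then 30 min room temperature / Signal: Fluo-8 calcium fluorescence, excitation 470-495 nm, emission 515-575 nm / Read-out basis: percent activation from peak over basal fluorescence ratio, control-normalized / Control set: high carbachol 87 µM, low DMSO alone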
# NPY-Y1 antag – NPY-Y1 receptor antagonists, primary screen, cell-based; Neuropeptide Y receptor type 1 (Homo sapiens), P25929; HEK293-CNG Y1 cells, membrane potential fluorescence; NPY at EC95, then isoproterenol; inhibition, % at 3.6 µM; 1% of 200,000 active;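 active means inhibition above the campaign mean inhibition of all tested compounds plus 3 SD, cut at about 20% in these data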;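 further: 0% = DMSO wells given NPY plus isoproterenol and 100% = isoproterenol alone without NPY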
#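 Test system – HEK293 Y1/CNG channel cell line · Also added – NPY agonist 25 nM, then isoproterenol 1 µM plus Ro 20-1724 25 µM · Compound dosing – one concentration, 3.6 µM, in 0.4% DMSO · Schedule – compound incubation 1 h at room temperature, readout 45 min post-stimulation · Technique – fluorescence, membrane potential probe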
# PPC-1+TRAIL kill – compounds killing PPC-1 cancer cells with TRAIL present, primary screen, TRAIL potentiator project, ATPLite luminescence, uHTS; PPC-1 cells + TRAIL, ATPLite viability luminescence; cell killing (% activity), % at 4 µM; 0.41% of 220,000 active;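 active means cell killing above 50% in the first pass at 4 µM, then a duplicate retest at 5 µM averaging 50% or more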;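 further: plate controls were cells with TRAIL plus DMSO for no effect and medium-only wells lacking cells for full effect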
# 14-3-3 Bad PPI – inhibitors of 14-3-3 zeta/Bad binding, primary screen, biochemical, TR-FRET, bovine 14-3-3 zeta | inhibition, % at 21.7 µM | TR-FRET 14-3-3zeta/Dy647-pBad peptide displacement, 1 h | AID 781, 2007 | 14-3-3 protein zeta/delta (Bos taurus), P63103 | 0.71% of 220,000 active;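 active means inhibition above about 70%, limit read from the data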;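 further: 0% = full 14-3-3 plus peptide FRET controls and 100% = background without 14-3-3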
# Target sequence (P63103 whole entry, looked up): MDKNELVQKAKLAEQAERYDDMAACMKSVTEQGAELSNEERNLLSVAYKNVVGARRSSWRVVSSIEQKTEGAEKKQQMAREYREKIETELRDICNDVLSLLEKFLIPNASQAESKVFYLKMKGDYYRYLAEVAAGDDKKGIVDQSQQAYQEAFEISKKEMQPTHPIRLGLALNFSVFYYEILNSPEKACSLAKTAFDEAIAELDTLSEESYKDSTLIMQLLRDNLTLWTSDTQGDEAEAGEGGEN
# EP2 mod – EP2 receptor modulators, cAMP readout, primary screen, cell-based, HTRF cAMP, PGE2 stimulation. Prostaglandin E2 receptor EP2 subtype (Homo sapiens), P43116. 0.83% of 260,000 active. EP2-expressing cells, cAMP HTRF FRET, PGE2 co-stimulation. induction, % at 25 µM. AID 940, 2007;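 active means compounds whose cAMP rise, as percent of the full-agonist control response, exceeds 60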;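 further: rat C6 glioma line stably carrying human EP2 under a CMV promoter; the protocol text gives 20 µM as final concentration; 100% = response of wells given 1 µM PGE2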
# Active calls of the source: *; · = no result given; & = joins results of further samples; [ ] = remark or other dose. A portion of the library. The share of hits here may be higher or lower than overall.
compound	EP2 mod	NPY1 pot ag	CHOP inh	14-3-3 Bad PPI	TRPML3 ag	EP2 antag	PPC-1+TRAIL kill	zfTRPN1 agonist	NPY-Y1 antag
O=C(CCCOc1ccc(Cl)cc1Cl)N1CCC2(CC1)OCCO2	-1.3	-31.7	-11.3	-1.7	-0.5	9.7	-27.3	-1.8	11.9
CSc1nnc([C@@H](N)Cc2ccccc2)o1	19.3	-1.8	25.4	6.8	0.9	8.7	-4.2	0.9	3.2
c1cncc(C2CCCCN2)c1 (configuration not stated)	7.3&13.1	-2.6	-3.6	1.5	0.8	12.1&6.5	-3.3	0.4	·
CCc1ccc(/C=C(/C#N)C(N)=S)cc1	-67.5	7.1	19.8	4.6[fluorescence artefact?]	0.7	12.3	23.4	-3.0	-1.7
O=Cc1cn(Cc2ccccc2F)c2ccccc12	-15.9	3.7	25.8	-3.5	1.2	3.6	10.1	2.6	1.2
CCOP(=O)(OCC)C1(O)C(=O)Nc2ccccc21 (configuration not stated)	18.7	-11.7	-3.7	10.3[fluorescence artefact?]	0.5	14.6	-7.6	1.2	3.3
Cc1nn(Cc2ccccc2Cl)c(C)c1C(=O)NC1CCCc2ccccc21 (configuration not stated)	9.6	-8.6	17.0	6.5	-0.5	9.3	7.1	0.5	1.3
COc1ccc(-c2cc(-c3ccccc3)[n+](C)c(-c3ccccc3)c2)cc1	-32.8	-5.6	-14.2	-4.5	0.7	5.0	47.4	-0.2	3.2
COc1cc(C=C2C(=O)NC(=O)NC2=O)ccc1OCc1ccc([N+](=O)[O-])cc1	-24.0	-8.7	-26.0	21.1	-0.3	2.5	4.5	0.0	1.2
CCOc1ccc(Br)c(C2(O)CC(C)N(C)CC2C)c1 (configuration not stated)	-1.1	-0.5	20.0	3.3	1.3	9.3	-2.6	1.0	4.3
COc1cc2[nH]c(=O)n(-c3ccc(C)cc3)c(=O)c2cc1OC	-2.9	6.0	-2.9	21.9	0.4	·	-6.4	0.3	-0.2
Cc1cc(C)c(C(=O)CN2CCOCC2)c(C)c1	15.1	5.4	28.6	45.2[fluorescence artefact?]	0.7	2.6	-2.4	0.7	4.6
O=C(CN1CC(c2ccccc2)CC1=O)Nc1ccc(F)cc1 (configuration not stated)	2.6	8.0	7.3	10.8	0.2	4.4	-3.3	1.1	4.0
O=c1c2ccccc2nc(-c2ccco2)n1-c1ccc(Br)cc1	36.1	9.0	7.4	4.8	-0.7	6.6	14.5	-2.0	·
CCn1c(=O)cc(OCC(=O)N2CCN(Cc3ccc4c(c3)OCO4)CC2)c2ccccc21	-25.7	-18.9	12.2	-1.8	0.5	3.2	-2.4	0.6	6.8
O=C1/C(=C/c2ccc3c(c2)OCO3)N2CCC1CC2	11.1	-6.8	4.2	10.4	0.6	12.4	-3.5	-0.2	-2.2
CCC(C)n1c(C)cc(C(N)=O)c1C (configuration not stated)	1.5	29.5	0.5	-1.9	1.0	6.5	22.4	1.0	-1.8
COc1ccccc1N(CC(=O)NC1CCCC1)C(=O)c1cnn(C(C)C)c1	7.3	12.3	17.3	-13.2[fluorescence artefact?]	1.7	8.8	25.9	0.2	4.5
Cc1nn(Cc2ccccc2)c(Cl)c1C(=O)NC1CCCc2ccccc21 (configuration not stated)	22.2	-22.9	28.9	6.8[fluorescence artefact?]	-0.7	0.6	14.0	-2.7	7.2
O=c1[nH]c(=O)n(Cc2ccco2)c(O)c1C=NC1CC1	1.4	-8.4	25.6	-0.8	-0.5	7.7	7.1	0.2	0.5
CC(C)CN1CCN(Cc2c(F)cccc2Cl)CC1CCO (configuration not stated)	-14.8	4.9	8.2	-2.7	0.5	1.1	-10.7	-1.1	5.0
N#Cc1ccc(N2CCNCC2)c(F)c1	23.6	-9.2	57.5	-2.6	0.1	0.0	9.6	2.6	1.1
CCN(CC)CCCN=C(C)c1c(O)n(-c2ccccc2)c(=O)[nH]c1=O	-0.3	-6.6	-16.2	-15.8	1.0	8.7	10.0	-0.7	-1.9
O=c1cccc2n1CC1CC2CN(C(c2cccc(F)c2)c2sc3ncnn3c2O)C1 (configuration not stated)	8.7	-10.9	-1.0	1.8[fluorescence artefact?]	0.6	11.4	19.2	-0.9	1.9
CN1C(=O)C(Cc2ccc3c(c2)OCO3)C(=O)N(C)C1=O	18.2	7.6	25.1	-7.9	-0.1	3.4	27.4	0.3	-0.9
Cc1ccc(S(=O)(=O)N(c2cc(Cl)c(O)c(Cl)c2)P(=O)(OC(C)C)OC(C)C)cc1	28.3	7.0	-14.0	-10.9	0.0	-1.1	18.9	-0.7	-3.6
O=CC(Br)P(=O)(N1CCOCC1)N1CCOCC1 (configuration not stated)	32.7	-5.5	-1.9	2.1	0.6	6.2	-4.7	1.1	·
CCC(=NC(C)c1ccccc1)c1c(O)[nH]c(=O)[nH]c1=O (configuration not stated)	-24.1	9.8	-9.9	-1.4	4.4	5.3	6.6	6.6	·
COc1cc(C(=O)Nc2ccc(Br)cc2C(=O)c2ccccc2)cc(OC)c1OC	16.1	7.4	-2.6	8.8[fluorescence artefact?]	0.3	10.1	17.9	-2.9	3.5
CCC(=Nc1ccc(OC)cc1OC)c1c(O)n(C2CCCCC2)c(=O)[nH]c1=O	-29.9	0.9	-7.9	27.4[fluorescence artefact?]	0.7	7.4	15.7	0.2	5.0
CCOC(=O)C1CCN(/C=C2\C(=O)NC(=S)N(CC)C2=O)CC1	-0.5	21.2	-2.8	-2.4	0.4	0.0	14.3	0.9	5.6
COc1ccc(CN2C(=O)CC(=O)NC2=S)cc1	0.4&31.2	-5.4	-2.9	-6.6	0.4	15.0&-1.0	·	1.5	4.3
c1cncc(C2CCCCN2Cc2ccc3c(c2)OCO3)c1 (configuration not stated)	5.3	13.6	0.7	71.0*	0.6	19.9	-1.7	-0.2	0.5
COc1ccc(-n2c(O)c(C(C)=NCCc3c[nH]c4ccccc34)c(=O)[nH]c2=O)cc1	-7.9	-9.9	30.8	-7.8	0.5	10.6	10.7	2.7	·
Fc1ccc(Cn2nnnc2CN2CCC(n3nnc4cc(C(F)(F)F)ccc43)CC2)cc1	-29.9&-49.3	-2.8	1.8	1.2	0.4	8.4&8.2	-2.4	1.7	·
O=C(Cc1ccccc1)NC(Cc1ccc(Cl)cc1)C(=O)O (configuration not stated)	16.2	-20.0	5.4	1.5	0.2	8.4	10.3	0.1	·
CN(C)/C=C1/C(=O)NC(=O)N(CCNc2ncc(C(F)(F)F)cc2Cl)C1=O	16.7	12.2	11.7	0.8	0.6	7.5	13.7	-0.4	-2.1
CCN1C(=O)C(=C2C=C(C)N(Cc3ccco3)C(C)=C2)C(=O)N(CC)C1=S	-35.1	21.6	-4.5	-2.9	1.0	8.3	10.0	0.8	-3.0
Cc1cc(N2C(=O)C3CCCN3C2c2sccc2C)no1 (configuration not stated)	32.9	-18.5	12.9	3.4	0.9	5.6	8.2	0.5	1.5
CN(C)C=C1C(=O)N(C2CCCCC2)C(=O)N(C2CCCCC2)C1=O	21.8	4.6	77.0*	-8.2	-0.3	18.3	-15.2	0.4	-2.9
C1CCC2S[C@H]3CCCCC3NC2C1 (some centres not stated)	11.3	-2.2	17.5	0.6	0.7	4.4	-9.2	0.9	·
CC(C(=O)N1CCC2(CC1)OCCO2)C1Sc2ccccc2NC1=O (configuration not stated)	14.6	8.4	1.2	3.1	0.5	14.4	18.8	-0.2	-5.0
O=C1NC(=O)C(=Cc2cc(Cl)ccc2OCc2ccc(C(=O)O)cc2)C(=O)N1	14.3	2.2	2.4	1.0	0.8	2.6	16.5	2.0	2.2
O=c1c2cc(Br)ccc2[nH]c(=S)n1-c1ccccc1	1.4	-7.5	9.7	-10.7	1.0	8.4	18.6	-0.6	-4.4
CN1c2ccc([N+](=O)[O-])cc2CC2(C(=O)NC(=O)N(c3ccccc3)C2=O)C1c1ccccc1 (configuration not stated)	16.2	-5.0	24.3	12.3[fluorescence artefact?]	0.9	6.2	6.5	0.6	-0.1
CCOC(=O)Cn1cc([N+](=O)[O-])nc1[N+](=O)[O-]	-4.3	-36.3	-51.0	-6.6	1.4	17.9	-3.7	-3.6	-1.9
CC(C)C12CN3CCN(CC(C3)C1O)C2 (configuration not stated)	19.2	-8.2	-17.5	-4.0	0.8	·	-40.1	-0.2	13.6
CN1C(=O)NC(=O)[C@]2(Cc3ccccc3N3CCN(c4ccccc4)CC32)C1=O (some centres not stated)	22.2	8.1	41.1	-10.1	0.1	12.7	-6.0	-1.5	0.6
C[N+]1(C)C2CCC1CC(OC(=O)C(CO)c1ccccc1)C2 (configuration not stated)	12.6&4.3&8.9	14.3	11.3&-3.7&-22.9	91.4*	0.9	6.9&8.5&8.2	·	1.0	4.1
CC(C)COC(=O)c1ccccc1C(=O)OCC(C)C	23.9	·	30.2	3.6	·	18.2	7.7	·	·
COc1ccc(N2C(=O)CC(N3CC=C(c4ccccc4)CC3)C2=O)cc1 (configuration not stated)	14.1	10.3	16.8	4.0	0.0	7.4	-5.8	1.2	3.0
CC1CN=C(Nc2ccc(N(C)C)cc2)S1 (configuration not stated)	-6.9	3.3	18.3	-0.2[fluorescence artefact?]	1.1	8.7	-1.5	0.7	-5.4

# Full records as entered above. Values in the order: EP2 mod | NPY1 pot ag | CHOP inh | 14-3-3 Bad PPI | TRPML3 ag | EP2 antag | PPC-1+TRAIL kill | zfTRPN1 agonist | NPY-Y1 antag
# CN1C(=O)NC(=O)[C@]2(Cc3ccccc3N3CCN(c4ccccc4)CC32)C1=O (some centres not stated) as listed: 22.2 | 8.1 | 41.1 | -10.1 | 0.1 | 12.7 | -6.0 | -1.5 | 0.6
# C[N+]1(C)C2CCC1CC(OC(=O)C(CO)c1ccccc1)C2 (configuration not stated) as listed: 12.6&4.3&8.9 | 14.3 | 11.3&-3.7&-22.9 | 91.4* | 0.9 | 6.9&8.5&8.2 | · | 1.0 | 4.1
